From PubChem
GPR151 ag – activators of human GPR151, primary screen, cell-based, PathHunter beta-arrestin, luminescence | activation, % at 11.2 µM | AID 1508602, 2020 | PathHunter beta-arrestin GPR151 cells | hit rate 1% among 650,000; in the data active = activation above about 4.9%;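 also: 0% = median of compound wells and 100% = cells with positive control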
TEAD-YAP block – TEAD-YAP interaction inhibition, primary screen, TEAD-YAP interaction inhibitor project, luminescence, HEK-TIYL cells | TEAD-Gal4/YAP UAS-luciferase luminescence | inhibition, % at 9.12 µM | hit rate 1.4% among 640,000 | AID 1259422, 2018; in the data active = inhibition above about 32%;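 also: 0% = median of test compound wells and 100% = reference inhibitor wells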
MITF primary – MITF inhibitors, primary screen, biochemical, AlphaScreen, human. Microphthalmia-associated transcription factor (Homo sapiens), O75030. AlphaScreen MITF homodimerization, bead proximity signal. inhibition, % at 2.6 µM. hit rate 0.91% among 650,000. AID 1259374, 2018; in the data active = inhibition above about 50%;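 also: 0% = vehicle wells with protein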
FBW7 act – FBW7 E3 ligase activators, primary screen, biochemical, AlphaScreen, human. normalized activity (activation), % at 26.1 µM. F-box/WD repeat-containing protein 7 (Homo sapiens), Q969H0. AID 1259310, 2017. hit rate 0.13% among 650,000. AlphaScreen FBW7–phospho-cyclin E peptide binding, activator screen; in the data active = normalized activity above about 1.9%;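 also: purified mutant Fbw7 with reduced substrate affinity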
Target sequence (Q969H0 whole entry, looked up): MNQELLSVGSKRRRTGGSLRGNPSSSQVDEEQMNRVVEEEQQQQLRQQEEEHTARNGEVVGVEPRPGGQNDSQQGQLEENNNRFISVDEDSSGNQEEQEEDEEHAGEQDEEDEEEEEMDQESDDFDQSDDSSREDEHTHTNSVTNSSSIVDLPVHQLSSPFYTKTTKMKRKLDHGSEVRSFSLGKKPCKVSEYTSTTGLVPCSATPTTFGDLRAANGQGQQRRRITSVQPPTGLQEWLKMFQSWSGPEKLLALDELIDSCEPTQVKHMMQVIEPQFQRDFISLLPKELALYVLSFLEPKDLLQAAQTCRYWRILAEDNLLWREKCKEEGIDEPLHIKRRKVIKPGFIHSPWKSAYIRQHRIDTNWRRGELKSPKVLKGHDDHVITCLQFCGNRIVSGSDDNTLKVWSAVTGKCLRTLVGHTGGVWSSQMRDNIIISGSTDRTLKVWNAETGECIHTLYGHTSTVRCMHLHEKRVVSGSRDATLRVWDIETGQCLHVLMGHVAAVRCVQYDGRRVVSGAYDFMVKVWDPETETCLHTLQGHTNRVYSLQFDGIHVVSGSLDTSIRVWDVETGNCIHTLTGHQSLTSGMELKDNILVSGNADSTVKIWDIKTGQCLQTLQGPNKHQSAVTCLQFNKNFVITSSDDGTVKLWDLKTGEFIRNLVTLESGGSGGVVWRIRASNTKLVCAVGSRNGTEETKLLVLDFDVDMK
The depositor's hits bear a star; x = no result given; & = joins results of further samples. Rows are unselected, and some 3.5% of all compounds hit somewhere here.

SMILES	GPR151 ag	TEAD-YAP block	MITF primary	FBW7 act
C#CCOc1c(Cl)cc(C=C2C(=O)NC(=O)NC2=O)cc1OCC	0.9	-2	-7	-0.4
O=C(c1nn2c(c1Cl)NC(c1ccccc1)CC2C(F)(F)F)N1CCCCCC1 (configuration not stated)	-0.3	13	2	0.1
NS(=O)(=O)c1cccc(NC(=O)COc2ccc([N+](=O)[O-])cc2)c1	3.2	-4	-4	0.2
CCN(CC)S(=O)(=O)c1ccc2c(c1)c(=O)c(C(=O)N1CC(C)CC(C)C1)cn2C (configuration not stated)	-0.9	-3	4	0.0
Cc1cccc(N(CC(=O)NC(C)C)S(=O)(=O)c2ccccc2)c1C	-1.3	2	7	0.0
CCCCNP1(=O)C=C(c2ccccc2)OC(c2ccccc2)=C1	2.0	-6	-16	0.0
COc1ccc(CNC(=O)CNS(=O)(=O)c2cccs2)cc1	0.5	12	-9	0.1
CCOC(=O)C1=C(C)NC(=O)NC1c1ccc(C)c([N+](=O)[O-])c1 (configuration not stated)	4.0	5	0	0.0
O=C(Nc1ccc(-c2noc(COc3ccccc3Cl)n2)cc1)c1cccs1	-1.0	-51	5	0.1
CC(=O)c1cccc(CN2CCCC(CNC(=O)c3cccc(C(F)(F)F)c3)C2)c1 (configuration not stated)	-1.0	14	-5	-0.1
Cc1sc(NC(=O)c2ccc3c(c2)CCCC3)c(C#N)c1C	2.1	0	18	-0.1
COc1ccc(CCC(=O)NCCCOc2cccc3cccnc23)cc1	0.4	8	3	-0.1
O=C(N/C(=C\c1ccc(-c2cccc([N+](=O)[O-])c2)o1)C(=O)N1CCOCC1)c1ccccc1	-0.2	8	16	0.0
Cc1cccc(C(=O)N2CCN3C(=O)[C@@H](Cc4ccccc4)NC(=O)[C@H]3C2)c1	-0.5	-9	3	-0.1
Cc1ccc(NC(=O)CCn2c(=O)oc3ccccc32)c(C)c1	0.4	5	12	0.1
O=C1C(Cl)=C(N2CCCC2)C(=O)N1c1ccc(Br)cc1	-0.5	3	-8	0.0
CC(=O)Nc1ccc(Nc2cc(C)nc(Nc3ccc(NC(C)=O)cc3)n2)cc1	4.0	-1	3	-0.3
NC(=O)c1ccc(Sc2ccncc2)cc1	-1.6	2	-8	0.0
O=C1/C(=C/c2cc3c(cc2Br)OCO3)SC(=S)N1Cc1cccnc1	-0.4	-7	-8	-0.1
CCCCOC(=O)c1cccc(NC(=O)c2ccc(C(C)(C)C)cc2)c1	1.2	52*	-7	0.1
Cn1c(=O)c2c(SCC(=O)Nc3nccs3)nc(-c3ccco3)nc2n(C)c1=O	0.0	0	16	-0.1
CC(C(=O)Nc1cccc(C(F)(F)F)c1)N(c1ccccc1)S(C)(=O)=O (configuration not stated)	0.2	1	4	-0.1
CC(OC(=O)c1ccc(N2C(=O)C3C4C=CC(C4)C3C2=O)cc1)C(=O)c1ccccc1 (configuration not stated)	0.8	7	-9	-0.1
O=C(Nc1cc(-c2nc3ncccc3o2)ccc1Cl)c1ccc2ccccc2c1	-0.6	-9	-2	-0.1
COCCn1nnnc1C(c1ccc2ncccc2c1)N1CCC(O)CC1 (configuration not stated)	-2.2	-32	15	0.0
O=C(Cc1ccc([N+](=O)[O-])cc1)N1N=C(C2CC2)CC1(O)C(F)(F)F (configuration not stated)	0.4	5	-1	0.0
CCc1cccc(NC(=O)c2ccco2)c1	1.0	-23	5	0.0
O=C(c1ccc(N2CCC(NCCCOc3cccnc3)CC2)cc1)N1CCOCC1	-1.1	1	15	0.1
COC(=O)C1=CN(CCc2ccccc2)C=C(C(=O)OC)C1c1cc(OC)c(OC)c(OC)c1	-0.9	2	11	2.6*
Cc1ccc(C(=O)NC2CCN(C(=O)NC3CCCCC3)CC2)cc1	3.5	-13	8	0.1
CN(Cc1cnc2nc(N)nc(N)c2n1)c1ccc(C(=O)NC(CCC(=O)O)C(=O)O)cc1 (configuration not stated)	-1.1&-0.4	-8	-5&-3	0.7&0.0
CN(C(=O)c1cccs1)C(Cc1ccccc1)C1CCN(C(=O)C2CCCO2)CC1 (configuration not stated)	-1.2	1	21	0.6
CCC(C)NC(=O)CSc1nc2cc(C(=O)NCC3CCCO3)ccc2c(=O)n1Cc1ccco1 (configuration not stated)	1.6	19	15	0.1
O=C(Nc1c(C(=O)Nc2ccc3c(c2)OCO3)oc2ccccc12)c1cccs1	0.6	11	6	-0.2
O=C(CSc1c[nH]c2ccccc12)NC1CCCC1	0.2	-1	14	-0.1
O=C(/C=C/c1cccc(N2C(=O)C3C4C=CC(C4)C3C2=O)c1)Nc1nccs1 (configuration not stated)	-1.0	13	3	0.0
Cc1ccc(S(=O)(=O)/C(C#N)=C/c2ccc(C(=O)O)cc2)cc1	1.2	4	2	0.6
CC(=O)c1cccc(-c2cnn3ccc(NCc4ccncc4)nc23)c1	0.5	0	2	-0.5
CC(C)c1ccc(/C=C(\NC(=O)c2ccccc2)C(=O)NCCCn2ccnc2)cc1	1.6	2	11	-0.1
O=C(Cn1nc(C(F)(F)F)c2cccn2c1=O)N1CCOCC1	0.7	6	16	0.1
CCOC(=O)Cc1csc(SCC(=O)NC2CCCCC2)n1	-0.3	2	11	0.2
CC(C)(C)n1cc(C(=O)c2ccccc2OS(=O)(=O)c2cccs2)cn1	3.2	-4	6	-0.1
CC1(C)Cc2nc3sc4c(SCC(=O)O)ncnc4c3cc2CO1	-0.9	47*	4	0.1
CCOC(=O)c1cc(-c2ccc(/C=C/[N+](=O)[O-])o2)ccc1Cl	1.2	6	5	0.1
Cc1c(C(=O)NNC(=O)Nc2ccc([N+](=O)[O-])cc2)oc2ccccc12	-1.1	-4	17	0.4
COC(=O)c1ccc(OCCOCCn2c(-c3ccc(Cl)cc3)nc3ccccc3c2=O)cc1	-0.5	0	-13	0.1
C=C(C)Cn1c(NCc2ccccc2)nc2c1c(=O)[nH]c(=O)n2C	-0.9	1	15	-0.1
CC(=O)c1cccc(NC(=O)CSc2nc(N)cc(=O)[nH]2)c1	2.6	-1	-5	0.0
O=C(O)CCCN(Cc1ccc(Cl)cc1)S(=O)(=O)c1ccc([N+](=O)[O-])cc1	-0.9	6	-3	0.2
CC1(OC(=O)c2cccs2)C(=O)C=C2C=C(C3CC3)OC=C2C1=O (configuration not stated)	-1.6&-0.6	x	14&-20	0.4&-0.1
COC(=O)c1c(NC(=O)c2ccccc2)sc(Cc2ccccc2)c1C	-0.7	-4	3	0.1
COC(=O)C1=C(C)Nc2nnnn2C1c1ccccc1Br (configuration not stated)	4.1	-3	-4	-0.1
Cc1nn(CC(=O)N/N=C(/N)c2nonc2N)c(C)c1[N+](=O)[O-]	-0.1	0	9	0.1
CCOc1cc(C2NC(=O)NC(C)=C2C(=O)OCCC#N)ccc1O (configuration not stated)	0.8	5	-3	0.0
FC(F)(F)c1cccc(NC(=S)NCC2CCCO2)c1 (configuration not stated)	0.2	4	-19	0.0
CN(Cc1cscn1)C(=O)C1CC12CCN(Cc1ccc(F)cc1)CC2 (configuration not stated)	1.9	-7	-5	-0.1
COC(=O)C1=C(C)NC(=S)NC1c1cn(-c2ccccc2)nc1-c1ccc(Br)cc1 (configuration not stated)	-0.9	-3	-17	-0.1
CN(Cc1n[nH]c2c1CCCC2)C(=O)CCC1(Cc2ccsc2)CCC(=O)N1 (configuration not stated)	1.4	-13	5	0.1
CCOc1ccccc1C(=O)NCc1ccco1	0.7	-5	3	0.7
CCOc1ccc(C(=O)N/N=C/c2ccc([N+](=O)[O-])s2)cc1	-0.4	-9	0	-0.1

Next part
SMILES	GPR151 ag	TEAD-YAP block	MITF primary	FBW7 act
Cc1cccc(/C=C2\N=C(c3ccccc3C)OC2=O)c1	0.3	-15	8	0.1
Cc1cc(NS(=O)(=O)c2ccc(NC(=O)c3ccccc3)cc2)no1	1.1	-3	-9	0.0
C=CCNc1nc(-c2ccc(OC)c3ccccc23)cs1	5.4*	0	16	0.0
O=C(/C=C/c1cccc(Cl)c1)N1CCCC1	0.6	-22	-8	0.1
Cc1cc(C)cc(OCC(O)CN2CCC(C)CC2)c1 (configuration not stated)	-1.5	6	3	0.1
O=C1CSC(c2ccc(Br)cc2)N1C1CCCCC1 (configuration not stated)	-0.3	2	-6	0.1
O=C(c1ccc2ncsc2c1)N1CCN(c2nnnn2-c2ccccc2)CC1	2.0	1	-12	0.0
COc1ccc(C(=O)N2CCN(c3ccccn3)CC2)cc1[N+](=O)[O-]	3.7	21	4	-0.4
CCOc1ccc(Br)cc1/C=C1\C(=O)NN(c2ccc(Cl)cc2)C1=O	-0.4	1	14	0.1
CSC1=NC(=Nc2cccc(C(F)(F)F)c2)C2(CCCCC2)N1c1cccc(Cl)c1	-0.2	7	3	0.0
COc1ccccc1CNC(=O)CSc1nc2ccccc2n1S(=O)(=O)c1ccc(Cl)cc1	-0.2	2	9	0.3
CCOc1ccccc1Nc1ncnc2c1cnn2-c1cccc(C)c1	1.3	-1	12	0.5
COc1ccc(-c2cn3c(NC(=O)CC4CC4)cnc3cn2)cc1	-0.8	17	-6	0.0
COC(=O)c1ccccc1NC(=O)Cc1cccc2ccccc12	1.9	4	16	0.5
NC(=O)c1cncc(-c2cccc3c2OC(CNC(=O)CSc2ccccc2)C3)c1 (configuration not stated)	-1.6	10	9	0.2
CCc1ccc(C2CC(=O)NC(SCc3ccccc3)=C2C#N)cc1 (configuration not stated)	0.5	7	11	0.7
Cc1c(C(=O)OCc2ccc(F)cc2)cccc1[N+](=O)[O-]	-1.2	-2	20	0.0
COc1ccc(OCC(=O)Nc2nnc(S(=O)(=O)N3CCc4ccccc43)s2)cc1	1.8	-12	1	0.1
Cc1nnc(SCC(=O)Nc2ccccn2)o1	-0.9	-6	-3	0.4
CCOc1ccc2cc3c(N)c(C(=O)N(CC)CC)sc3nc2c1	-0.8	-9	0	0.0
CC(=O)NC(CC(C)C)c1nnc2n1CCN(C/C=C/c1ccccc1)CC2 (configuration not stated)	-0.9	0	13	-0.1
Cc1cccc(C)c1NC(=O)Cc1ccccc1	0.3	-14	5	-0.1
COc1ccc(OC)c(-c2noc(N3CCN(c4cccc(C)c4C)CC3)n2)c1	0.2	15	11	0.3
COc1ccc(-c2cnc(NCc3cccc(Br)c3)n2C)cc1	0.6	-1	31	0.0
COc1ccc(-c2nc(C)cc(NCCCN3CCCC3=O)n2)cc1	-1.6	-47	-4	0.0
Cc1noc(C)c1-c1nc2ncnc(NC3CCN(Cc4ccccc4)CC3)c2[nH]1	-2.2	-3	15	-0.3
Oc1oc(-c2ccc(Br)cc2)nc1C=Nc1cccnc1	0.9	2	2	0.8
CC1=CC(C)(C)N(C(=O)CSc2nc3ccccc3s2)c2cc(C)c(C)cc21	0.5	4	-10	-0.1
O=C(c1cccs1)N(Cc1cccnc1)c1nc2ccc(F)cc2s1	-1.0	-16	-8	0.1
CC(C)n1c(N2CCCC2CO)nc2c(NCCCN3CCCC3=O)ncnc21 (configuration not stated)	-0.5	3	-10	0.1
NC(=O)c1ccc(NC(=O)COc2ccc(Br)cc2)cc1	4.4	11	7	0.3
COc1cc(CN2CCN(CC(C)(C)C)C(CCO)C2)c(Cl)cc1O (configuration not stated)	1.3	-1	6	0.0
CCCCc1ccc(NC(=O)C2COc3ccccc3O2)cc1 (configuration not stated)	1.2	-20	21	0.1
O=C(NNc1ccccc1)NNc1ccccc1	-0.2	12	13	0.3
N#Cc1c(N)nc(N2CCCC2)c(C#N)c1-c1ccc(Cl)cc1	0.3	0	8	0.1
COc1ccc(Cl)cc1C(=O)Nc1ccc2oc(-c3cccnc3)nc2c1	0.7	-9	3	0.1

Not a retest: an excerpt of the list.
SMILES	GPR151 ag	TEAD-YAP block	MITF primary	FBW7 act
COc1ccc(OC)c(-c2noc(N3CCN(c4cccc(C)c4C)CC3)n2)c1	0.2	15	11	0.3
COc1ccc(-c2cnc(NCc3cccc(Br)c3)n2C)cc1	0.6	-1	31	0.0
COc1ccc(-c2nc(C)cc(NCCCN3CCCC3=O)n2)cc1	-1.6	-47	-4	0.0
Cc1noc(C)c1-c1nc2ncnc(NC3CCN(Cc4ccccc4)CC3)c2[nH]1	-2.2	-3	15	-0.3
Oc1oc(-c2ccc(Br)cc2)nc1C=Nc1cccnc1	0.9	2	2	0.8
CC1=CC(C)(C)N(C(=O)CSc2nc3ccccc3s2)c2cc(C)c(C)cc21	0.5	4	-10	-0.1
O=C(c1cccs1)N(Cc1cccnc1)c1nc2ccc(F)cc2s1	-1.0	-16	-8	0.1
CC(C)n1c(N2CCCC2CO)nc2c(NCCCN3CCCC3=O)ncnc21 (configuration not stated)	-0.5	3	-10	0.1
NC(=O)c1ccc(NC(=O)COc2ccc(Br)cc2)cc1	4.4	11	7	0.3
COc1cc(CN2CCN(CC(C)(C)C)C(CCO)C2)c(Cl)cc1O (configuration not stated)	1.3	-1	6	0.0
CCCCc1ccc(NC(=O)C2COc3ccccc3O2)cc1 (configuration not stated)	1.2	-20	21	0.1
O=C(NNc1ccccc1)NNc1ccccc1	-0.2	12	13	0.3
N#Cc1c(N)nc(N2CCCC2)c(C#N)c1-c1ccc(Cl)cc1	0.3	0	8	0.1
COc1ccc(Cl)cc1C(=O)Nc1ccc2oc(-c3cccnc3)nc2c1	0.7	-9	3	0.1
